Screens from PubChem BioAssay.
MPTP block: inhibitors of mitochondrial permeability transition pore. isolated mouse mitochondria, Ca2+ swelling absorbance, 30 min. inhibition, % at 10 µM. 1.4% of 360,000 active. AID 602449;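 active = inhibition of 50% or more, scaled per plate between neutral and stimulator controls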;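 also: 0% = DMSO wells given calcium and 100% = 1 mM EGTA wells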
NR3A LBD binder: NR3A (human) ligand-binding domain modulation; Tm shift relative to glycine control, % at 25 µM; 2.5% of 340,000 active; NR3A LBD differential scanning fluorimetry, Tm shift; 0% = protein alone, 100% = glycine-bound protein;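 active = melting temperature shift of at least 10% of the positive control shift, at one fixed dose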
HKDC1 inhibitor: inhibitors of human hexokinase HKDC1; Q2TB90; recombinant HKDC1, G6PDH/diaphorase resazurin coupled fluorescence; inhibition, % at 20 µM; 0.16% of 340,000 active;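 active = inhibition above about 35% when tested at 20 µM, limit read from the data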;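 also: plate controls were DMSO wells with enzyme for no effect and DMSO wells lacking enzyme for full effect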
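Incubation: 90 min at room temperature in dark / Material: recombinant HKDC1 (HK5) hexokinase enzyme, produced in-house / Quantity: enzyme 5 µg/mL final / Compound: one dose of 20 µM, 1% DMSO / Reagent: glucose and ATP substrates / Buffer or medium: Tris pH 8.0 buffer with MgCl2, Tween-20, BSA, BME / Technique: resorufin fluorescence at 613 nm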
SENP6 block: SENP6 protease inhibition; Q9GZR1; Recombinant SENP6 catalytic domain, aminoluciferin luminescence; inhibition, % at 10 µM; 1.8% of 330,000 active; AID 2599;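 active = inhibition above about 50% at the single tested dose, limit read from the data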;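 also: plate controls were DMSO wells with enzyme for no effect and DMSO wells lacking enzyme for full effect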
SENP8 block: inhibitors of human SENP8 protease | Q96LD8 | recombinant SENP8, Nedd8 substrate fluorescence | inhibition, % at 20 µM | 0.64% of 360,000 active; in the data active = inhibition mostly above about 40%, no sharp cut-off; inactive = mostly below about 27%
Target sequence (Q96LD8 whole entry, looked up): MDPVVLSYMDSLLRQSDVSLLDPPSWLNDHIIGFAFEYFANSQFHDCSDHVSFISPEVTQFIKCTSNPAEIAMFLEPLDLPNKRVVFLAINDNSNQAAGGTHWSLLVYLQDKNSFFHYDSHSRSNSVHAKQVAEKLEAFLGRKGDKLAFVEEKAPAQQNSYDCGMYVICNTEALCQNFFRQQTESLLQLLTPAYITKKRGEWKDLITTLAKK
SENP7 inh: SENP7 protease inhibition; Q9BQF6; recombinant SENP7, Z-RLRGG-aminoluciferin luminescence, 40 min; inhibition, % at 5 µM; 1.5% of 330,000 active;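 active = inhibition above about 50% at the single test dose, limit read from the data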;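 also: plate controls were DMSO with enzyme for no effect and no enzyme buffer wells for full effect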
Target sequence (Q9BQF6 706-1050 limits assumed): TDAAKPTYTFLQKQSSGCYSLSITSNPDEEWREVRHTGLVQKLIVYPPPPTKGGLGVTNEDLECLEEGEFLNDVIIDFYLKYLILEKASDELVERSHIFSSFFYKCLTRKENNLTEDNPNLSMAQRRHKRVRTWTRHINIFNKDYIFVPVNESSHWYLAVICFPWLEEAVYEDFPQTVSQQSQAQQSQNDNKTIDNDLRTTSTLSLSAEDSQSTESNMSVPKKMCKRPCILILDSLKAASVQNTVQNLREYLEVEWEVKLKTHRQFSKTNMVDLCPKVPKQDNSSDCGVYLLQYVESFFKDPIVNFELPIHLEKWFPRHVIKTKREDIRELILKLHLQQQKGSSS
ATG4B inh: ATG4B (human) cysteine protease inhibition; inhibition, % at 8.33 µM; ATG4B cleavage of LC3-PLA2, NBD-HPC fluorescence, 1 h; 0.51% of 340,000 active; in the data active = inhibition above about 40%
Target sequence (Q9Y4P1 whole entry, looked up): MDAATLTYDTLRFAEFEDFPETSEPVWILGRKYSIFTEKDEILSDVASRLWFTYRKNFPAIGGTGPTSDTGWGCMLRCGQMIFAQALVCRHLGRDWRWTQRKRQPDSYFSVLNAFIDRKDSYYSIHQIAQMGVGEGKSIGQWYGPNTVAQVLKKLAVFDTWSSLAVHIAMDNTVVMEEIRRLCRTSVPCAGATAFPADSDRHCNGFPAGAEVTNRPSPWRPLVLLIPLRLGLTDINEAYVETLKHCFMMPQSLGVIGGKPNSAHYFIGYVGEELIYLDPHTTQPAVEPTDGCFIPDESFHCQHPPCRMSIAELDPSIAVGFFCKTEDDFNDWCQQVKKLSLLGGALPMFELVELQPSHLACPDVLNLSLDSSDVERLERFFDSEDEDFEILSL
PfG6PD inh: PfG6PD (Plasmodium falciparum) enzyme inhibition; PfGluPho enzyme, NADPH resazurin-diaphorase fluorescence; inhibition, % at 20 µM; 0.78% of 350,000 active;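 active = inhibition reaching at least a set limit at 20 µM in the primary screen, cut at about 59% in these data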;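 also: 0% = DMSO wells with substrate and 100% = DMSO wells lacking glucose-6-phosphate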
* = called active by the depositor; . = no result given. Random draw from the library. About 6.9% of those tested had a hit in this group.

Every second line gives: SENP7 inh	HKDC1 inhibitor	SENP8 block	MPTP block	ATG4B inh	NR3A LBD binder	SENP6 block	PfG6PD inh
1. CC1CC(C)CN(CCCNC(=O)CN2C(=O)c3cccnc3Oc3ccc(Cl)cc32)C1 (stereo unspecified)
    9	2	6	-0.5	6	-4	11	-3
2. Cc1cc2n(n1)C(c1c[nH]c3ccccc13)Nc1ccccc1-2 (stereo unspecified)
    -6	4	-301	6.3	-4	32*	4	23
3. O=C(O)/C=C/c1cccnc1
    -5	-6	26	0.2	4	2	-7	-12
4. CC(=Nc1ccc2c(c1)nc(CO)n2C)C1=C(O)CC(C)(C)CC1=O
    0	14	-5	-1.1	-3	8	7	14
5. Cc1cccn2c(=O)c(C=O)c(N3CCN(c4ccccc4)CC3)nc12
    -1	-5	-20	3.3	-6	-4	-5	1
6. Cc1ccccc1NC(=S)N(CCCN1CCOCC1)Cc1cccs1
    -3	0	12	1.5	-7	2	5	5
7. COc1ccc(-c2c(C)nn3c(N4CCC(C(=O)NCCN(C)C)CC4)cc(C)nc23)cc1OC
    -1	-9	9	3.4	-8	-3	-7	3
8. NC(=O)c1ccc(NC(=O)c2ccc(COc3ccc(F)cc3)o2)cc1
    6	-1	-43	-0.4	0	-20	-2	-7
9. Cc1ccccc1-c1nc(CS(=O)(=O)CC(=O)NCCCN2CCCC2=O)c(C)o1
    -3	-4	7	-2.0	-8	1	-9	19
10. COc1ccccc1C1C(C(N)=O)=C(C)Nc2nc(-c3ccc(Cl)cc3)nn21 (stereo unspecified)
    -9	-2	-64	-1.8	-1	-2	-16	0
11. CC(C)C[C@H](NC(=O)N1CC(=O)Nc2ccccc21)C(=O)N[C@@H](Cc1ccccc1)C(=O)O
    6	-2	11	-1.1	-13	0	-22	-10
12. O=C(COC(=O)Cc1ccsc1)Nc1ccc(S(=O)(=O)N2CCOCC2)cc1
    -3	-6	20	-0.4	-4	3	-8	-7
13. Cc1cccc(N(C(=O)c2csnn2)C(C(=O)NCc2ccccc2)c2cccs2)c1 (stereo unspecified)
    -7	2	2	-0.3	-3	-1	-26	9
14. CC/C=C/C(=O)N1CC2(CC(c3cccc(NC(=O)CCCCC)c3)=NO2)C[C@H]1C(N)=O (stereo partly specified)
    -9	0	17	-2.3	-9	2	-10	5
15. CCS(=O)(=O)N1CCN=C1SC(C)c1ccccc1 (stereo unspecified)
    4	-4	12	-0.9	-3	1	-2	8
16. Cc1nn(CCO)c2nc(-c3cccs3)cc(C(F)(F)F)c12
    -6	-4	-339	-1.5	10	1	-10	2
17. CC(C)NC(=O)CN(Cc1ccccc1)S(=O)(=O)c1ccccc1
    -3	-7	11	8.1	5	0	-2	15
18. Cn1nnnc1SCC(=O)N1CCN(S(=O)(=O)c2ccc(Cl)cc2)CC1
    -1	-1	10	-2.1	-2	1	-20	-12
19. Cn1cc(CN2CCCC(C(=O)Nc3cccc(-n4cccn4)c3)C2)cn1 (stereo unspecified)
    4	-4	10	-3.2	-1	-5	3	5
20. Cc1ccccc1Cc1c(C)nc2c(C(=O)N3CCN(Cc4ccc5c(c4)OCO5)CC3)cnn2c1C
    15	-12	-260	3.5	-7	-2	4	10
21. CC1=NN(c2ccc(Cl)cc2)C(=O)/C1=C\c1cccn1-c1ccc(S(N)(=O)=O)cc1
    2	0	36	6.7	7	22*	-7	4
22. CC(C)N1CCC(N2CCN(Cc3ccc4nsnc4c3)CC2CCO)CC1 (stereo unspecified)
    4	6	16	1.1	9	0	-10	-25
23. CCCCn1c(N)c(N(CC(C)C)C(=O)CCCn2c(=O)oc3ccccc32)c(=O)[nH]c1=O
    -8	0	9	-0.4	-2	-1	-10	-6
24. O=C(O)c1ccc(-c2sc(Nc3ccccc3)n[n+]2-c2ccc(F)cc2)cc1
    8	-5	-4	-2.5	-15	2	14	12
25. O=C(O)c1ccc2c3c(cccc13)C(=O)N(c1cccc3ccccc13)C2=O
    -1	-9	12	-1.0	12	-1	-4	-6
26. O=C1CC(C(=O)Nc2ccc(F)cc2)S/C(=N\N=C\c2ccco2)N1 (stereo unspecified)
    6	-5	22	-0.4	-16	0	-2	-18
27. Cc1ccc(NC(=O)CSCC(=O)Nc2ccc(S(=O)(=O)N3CCOCC3)cc2)cc1
    2	-8	-3	-0.9	7	-2	8	0
28. Cc1nc(NCCc2ccccc2)sc1C(=O)N(C)C
    -9	-2	6	-1.4	3	-2	-1	0
29. O/N=C/c1ccccc1OCc1ccc(Cl)cc1
    -3	4	13	5.6	13	-9	-9	-19
30. O=C(Cc1ccccc1)NCC(=O)N1CCN(Cc2cccc(Cl)c2)CC1
    -7	-5	18	-2.1	-9	2	-13	1
31. CC(C)(C)c1cccc(OCCCSc2ncccn2)c1
    6	1	10	3.9	6	6	0	-5
32. CN(C)S(=O)(=O)c1cccc(NC(=S)N2CCc3ccccc32)c1
    -4	-7	4	-3.6	-5	0	-13	31
33. CCOC(=O)c1c(C)[nH]c(C)c1S(=O)(=O)NCCN1CCN(c2ccccc2F)CC1
    -6	-4	7	-0.6	-6	-2	-9	-1
34. O=S1(=O)CCN(Cc2ccc(Cl)c(C(F)(F)F)c2)CC1
    5	-7	5	1.7	-7	-1	4	8
35. CCC(=O)N1CCc2cc(S(=O)(=O)CCC(=O)NCCc3ccc(S(N)(=O)=O)cc3)ccc21
    -5	-5	8	-1.2	-4	0	-3	0
36. CC1(c2ccc3noc(-c4ccccc4)c3c2)OCCO1
    5	5	-20	-0.4	-6	0	5	-5
37. Cc1nc(C(=O)Nc2ccccc2)sc1C1(C)CC(c2cccc([N+](=O)[O-])c2)=NO1 (stereo unspecified)
    7	-6	30	-2.6	-3	-7	-9	9
38. CCNC(=S)Nc1ccc2c(c1)oc1ccccc12
    9	1	22	42	-2	10*	-14	10
39. O=C(O)c1cc(Cl)c(Cl)cc1C(=O)N1CCOCC1
    -3	-7	14	-1.3	3	4	-13	-7
40. O=C(NCc1ccco1)c1cc2nc(C3CC3)cc(C(F)(F)F)n2n1
    -5	4	-57	-1.3	9	0	6	1
41. O=C(NC(=S)Nc1ccc(N2CCCCC2)c(Cl)c1)c1ccc2c(c1)OCCO2
    -3	3	18	1.9	4	0	-10	18
42. Cc1cccc(-n2c(N)cc(=O)nc2SCC(=O)NC2CCCCC2)c1
    0	-7	-4	1.4	-2	0	3	-5
43. CCOC(=O)c1cnc2ccc(C)cc2c1Sc1ccccc1
    -5	6	15	-0.1	-2	0	14	15
44. CCOc1ccccc1NC(=O)C1CCCN(S(=O)(=O)c2ccccc2)C1 (stereo unspecified)
    6	-2	8	-0.5	-3	0	-2	6
45. CNC(=O)COC(=O)/C=C/c1cn(-c2ccccc2)nc1-c1ccc(C)o1
    3	-2	-471	4.4	-16	2	-20	16
46. O=C(COC(=O)CN1C(=O)c2ccccc2C1=O)NC1CCCC1
    -8	-6	4	1.3	2	3	13	-4
47. C=C(C)c1cccc(C(C)(C)NC(=O)N2CCCC(C(N)=O)C2)c1 (stereo unspecified)
    17	-5	18	-3.9	-6	1	-29	-6
48. O=C(O)CNc1nc(-c2ccccc2)nc2ccccc12
    15	-9	-6	1.1	3	6	-1	-1
49. CC(=O)Nc1ccc(S(=O)(=O)NC(C)CCc2ccccc2)cc1 (stereo unspecified)
    10	-5	0	0.2	-3	-1	5	2
50. C[C@@H]1C(=O)O[C@H]2C[C@@]34[C@H]5C[C@@H](C(C)(C)C)[C@]36[C@@H](OC(=O)[C@@H]6O)O[C@@]4(C(=O)O5)[C@]21O
    -5	1	6	0.3	5	-1	-10	-3
51. COC(=O)c1ccc(NC(=S)N(Cc2cccnc2)Cc2ccco2)cc1
    -9	-2	7	0.2	-3	-1	-8	15
52. CCOC(=O)c1c(NC(=O)CNC2CCCCC2)sc(C)c1C
    -3	4	-46	-1.0	2	13*	0	-20
53. CCOc1ccc(C(CCc2ccccc2)NC(=O)c2ccccc2F)cc1OCC (stereo unspecified)
    2	-7	4	-0.6	23	-2	5	15
54. O=C(O)c1cccc(Cn2c(Cl)c(/C=N/NC(=O)c3ccccc3Cl)sc2=O)c1
    1	-1	6	-0.3	-4	2	1	-9
55. CCCc1nc2sc3ccccc3c(=O)c2c(=O)n1Cc1ccccc1
    .	4	1	6.4	-1	-1	.	-8
56. O=C(Nc1cccc(Cl)c1N1CCOCC1)c1cccnc1
    -6	-7	6	-0.3	-6	1	18	9
57. Clc1cccc(CN2CCc3c([nH]c4ccccc34)C2)c1Cl
    -6	4	-5	1.1	21	-1	-18	9
58. COc1cccc(COCC(O)CN2CCC(C(N)=O)CC2)c1 (stereo unspecified)
    -4	-4	0	1.4	-8	2	-20	10
59. O=C(OCC(=O)N1CCC(Cc2ccccc2)CC1)c1cccnc1Cl
    -3	-4	17	0.3	4	-3	-7	-11
60. CC(C)(C)n1ncc2c(=O)n(CC(=O)N3CCCc4ccccc43)cnc21
    1	-11	15	0.0	4	0	1	-9

Rewritten in markdown: part of the list above.
| item | SMILES | SENP7 inh | HKDC1 inhibitor | SENP8 block | MPTP block | ATG4B inh | NR3A LBD binder | SENP6 block | PfG6PD inh |
| --- | --- | --- | --- | --- | --- | --- | --- | --- | --- |
| 43 | CCOC(=O)c1cnc2ccc(C)cc2c1Sc1ccccc1 | -5 | 6 | 15 | -0.1 | -2 | 0 | 14 | 15 |
| 47 | C=C(C)c1cccc(C(C)(C)NC(=O)N2CCCC(C(N)=O)C2)c1 (stereo unspecified) | 17 | -5 | 18 | -3.9 | -6 | 1 | -29 | -6 |
| 46 | O=C(COC(=O)CN1C(=O)c2ccccc2C1=O)NC1CCCC1 | -8 | -6 | 4 | 1.3 | 2 | 3 | 13 | -4 |

(more compounds)
Every second line gives: SENP7 inh	HKDC1 inhibitor	SENP8 block	MPTP block	ATG4B inh	NR3A LBD binder	SENP6 block	PfG6PD inh
61. Nc1ccccc1Oc1ccc2ccccc2c1
    -2	-3	12	-0.4	4	1	-7	7
62. O=C(Nc1cccc(Cl)c1)Nc1csc([N+](=O)[O-])c1
    3	7	30	72*	5	31*	-13	54
63. COc1ccc(CCN2CC3=C(C2=O)C(c2ccccc2)NC(=O)N3C)cc1OC (stereo unspecified)
    0	7	16	-0.9	-11	-1	-10	2
64. CCOc1cc(-c2noc(CCC(=O)NCC3CCCO3)n2)ccc1OC (stereo unspecified)
    0	-6	2	-0.8	-10	-2	33	-6
65. O=C(CSc1nnc(COc2cccc3ccccc23)o1)N1CCN(C(=O)c2ccco2)CC1
    -6	-7	11	0.2	-25	1	-2	-1
66. CCN(CC(=O)Nc1ccccc1C(F)(F)F)C(=O)CCS(=O)(=O)c1ccc(C)cc1
    -4	-3	11	-1.1	-10	1	-21	-7
67. COc1cc(C(=O)NCCNc2nc3c(C)c(C)ccc3cc2C#N)cc(OC)c1OC
    2	1	-326	1.1	-1	1	10	-10
68. COc1ccc(CCNc2nc3ccccc3n3cnnc23)cc1OC
    -2	-1	2	1.4	-4	-2	-3	22
69. CCNC(=S)N(CCc1ccccc1C)Cc1cc2cc(OC)c(OC)cc2[nH]c1=O
    -3	-9	-196	-1.0	-10	-4	-14	9
70. C/C(=N\Nc1nc(N2CCOCC2)nc(N2CCOCC2)n1)c1cccs1
    -11	-11	1	-1.3	-6	-1	3	-8
71. COc1ccccc1OCC(=O)Nc1ccc(S(=O)(=O)N2CCOCC2)cc1
    -6	0	3	-1.8	-1	-1	-3	5
72. COc1cc2cc(Oc3ccc4ccc(=O)oc4c3)c(=O)oc2cc1O[C@@H]1O[C@H](CO)[C@@H](O)[C@H](O)[C@H]1O
    -7	-5	-462	0.3	14	-1	-3	2
73. O=C(Cn1cnc2c(OCc3ccccc3)ncnc21)NCc1ccccn1
    -3	-3	12	0.5	0	0	12	-14
74. COc1ccc2nc(NC(=O)Cc3cccs3)sc2c1
    11	5	17	0.1	-3	-2	2	0
75. CN(c1ccccc1)S(=O)(=O)c1nnc(NC(=O)c2ccco2)s1
    -3	4	-174	-1.6	-1	-1	11	-10
76. CCc1ccccc1NC(=O)CN(C)C(=O)CSc1nnc(Nc2cccc(C)c2)s1
    3	-12	11	-0.7	4	-5	-30	29
77. Cc1ccc(OCCCC(=O)Nc2ccc(S(=O)(=O)Nc3ccccn3)cc2)cc1
    -2	-13	-5	0.2	-2	-2	6	13
78. N#CC1(Nc2cccc(Cl)c2)CCCC1
    .	-3	6	1.7	-1	-3	.	13
79. COc1ccc(NCCc2ccccn2)cc1
    -2	9	15	1.7	-6	1	-2	17
